Screening results as filed in PubChem.
Mot1-301 SUMO = SUMOylation pathway inhibition by Mot1-301 growth rescue; growth rescue, % at 18.8 µM; AID 2716; actives 1% (n = 320,000); S. cerevisiae Mot1-301 growth rescue, ATP luminescence, 38.5C; percent above DMSO median, 100 means doubled;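 active means every valid replicate shows activation above 250% relative to neutral control wells; inactive means the rest, any valid replicate at or below 250%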;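 further: OY570 slx delta 5 strain wells were the positive control but not used for scaling; some compounds called inactive have numbers as strong as hits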
SR-BI HDL uptake = mouse SR-BI HDL lipid transfer inhibition; actives 0.96% (n = 320,000); AID 488896; Q61009; ldlA[mSR-BI] CHO cells, DiI-HDL uptake fluorescence, 3 h; inhibition, % at 12.5 µM;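 active means mean replicate inhibition of at least 70% and a set share of replicates each scoring 70 or more; inconclusive means meets just one of the two criteria; inactive means fails both criteria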;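 further: 0% = median of neutral control wells and 100% = median of positive control wells; values of inactives mirror those of a sister screen read the other way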
Target sequence (Q61009 whole entry, looked up): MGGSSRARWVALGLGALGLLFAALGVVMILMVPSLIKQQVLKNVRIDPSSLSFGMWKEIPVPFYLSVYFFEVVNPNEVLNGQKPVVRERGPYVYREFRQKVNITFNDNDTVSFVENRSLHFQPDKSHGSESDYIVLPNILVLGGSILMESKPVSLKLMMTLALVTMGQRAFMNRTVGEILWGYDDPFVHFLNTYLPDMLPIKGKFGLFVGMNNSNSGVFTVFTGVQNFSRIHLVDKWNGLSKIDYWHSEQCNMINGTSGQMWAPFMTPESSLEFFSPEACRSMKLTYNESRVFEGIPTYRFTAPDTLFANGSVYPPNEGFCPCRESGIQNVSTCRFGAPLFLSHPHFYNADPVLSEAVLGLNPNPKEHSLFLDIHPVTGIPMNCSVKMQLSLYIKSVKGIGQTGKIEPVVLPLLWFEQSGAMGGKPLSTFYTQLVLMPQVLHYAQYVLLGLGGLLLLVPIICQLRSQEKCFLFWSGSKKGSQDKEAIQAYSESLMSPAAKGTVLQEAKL
PKA-R2B activ = PKA-R2B complex activation. actives 0.079% (n = 340,000). activation, % at 11.4 µM. P22694+P31323. PKA-R2B holoenzyme dissociation, Cy5-IP20 fluorescence polarization; R2B truncated from residue 108, S112A mutant; 0% DMSO only, 100% 113 µM cGMP;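 active means activation above a cutoff set at the mean over all compounds plus 3 SD, cut at about 18% in these data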;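 further: higher means more holoenzyme dissociation and a rise in polarization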
Target sequence (P31323 whole entry, looked up, other chains not shown, the tested form may be a part): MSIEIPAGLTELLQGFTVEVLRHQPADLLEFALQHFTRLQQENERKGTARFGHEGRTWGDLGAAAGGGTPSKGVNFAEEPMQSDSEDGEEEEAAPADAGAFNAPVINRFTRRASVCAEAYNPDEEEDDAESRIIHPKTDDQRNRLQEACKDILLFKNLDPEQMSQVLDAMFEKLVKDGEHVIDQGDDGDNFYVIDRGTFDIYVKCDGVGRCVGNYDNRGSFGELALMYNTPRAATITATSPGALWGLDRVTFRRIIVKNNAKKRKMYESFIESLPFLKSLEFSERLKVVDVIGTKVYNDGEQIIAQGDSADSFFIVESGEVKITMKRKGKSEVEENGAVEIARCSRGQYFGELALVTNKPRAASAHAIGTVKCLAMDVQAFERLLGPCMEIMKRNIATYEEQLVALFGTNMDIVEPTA
PKA-R1A activ = PKA-R1A complex activation; P00514+P68181; PKA-R1A dissociation, Cy5-IP20 fluorescence polarization; scaled: DMSO 0%, 113 µM cGMP 100%; activation, % at 11.4 µM; actives 0.083% (n = 340,000); AID 504707;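 active means percent activation above the mean of all tested compounds plus 3 SD, cut at about 19% in these data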;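 further: higher means more PKAc released from R1A so a rise in polarization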
SR-BI DiI-HDL act = enhances SR-BI lipid uptake from DiI-HDL. CHO ldlA[mSR-BI] cells, DiI-HDL uptake fluorescence, 3 h; 100 = double the neutral-control signal. AID 504775. activation, % at 12.5 µM. actives 0.096% (n = 320,000);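 active means mean replicate activation of at least 60% and every replicate at or above 60%; inconclusive means mean or all-replicate condition met, but not both; inactive means mean below 60% and not all replicates reaching 60%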;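 further: 0% = median plate neutral-control signal and 100% = twice that signal; values of inactives mirror those of a sister screen read the other way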
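Test system: SR-BI-overexpressing, LDLR-lacking CHO cells. Measured by: DiI fluorescence, bottom read. Medium: Ham's F12 with 0.5% BSA, HEPES 25 mM, pH 7.4. Timing: 3 h uptake period with compound, 37 °C.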
MITF TRPM1 HTS = activators of MITF-driven TRPM1 promoter activity in SK-MEL-5 cells; actives 0.75% (n = 300,000); activation, % at 12.5 µM; SK-MEL-5 TRPM1-promoter luciferase, 24 h; % of positive control, neutral wells = 0; AID 588334;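 active means mean activation of at least 80% with every replicate also reaching 80%; inconclusive means mean reaches 80% but some replicate falls short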;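 further: 0% = neutral control wells and 100% = parthenolide positive control wells; values of inactives mirror those of a sister screen read the other way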
Arr AP2 block = inhibitors of human beta-arrestin and AP2 interaction. FITC-arrestin peptide / GST-AP2 beads, flow cytometry; AP2 beta2 appendage carries R879A mutation. inhibition, % at 10 µM. actives 0.31% (n = 340,000). AID 504490;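 active means inhibition above a set limit, near 3 SD of compounds lacking own fluorescence, cut at about 54% in these data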;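 further: plate controls were DMSO wells for no effect and 5 µM unlabelled arrestin peptide for full effect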
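System: GST-AP2 R879A glutathione beads. Medium: PBS with 0.05% Tween 20 and 0.1% BSA. Also added: FITC-arrestin peptide, 50 nM. Incubation: 12 min plus 1 h, RT. Measured by: high-throughput flow cytometry of beads, ex 488, em 535 nm. Evaluation: percent drop in bead-associated FITC signal.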
NSD2 inh = NSD2 (human) methyltransferase inhibition. O96028. NSD2 peptide methylation, AlphaScreen, 120 min. inhibition, % at 12.5 µM. actives 0.54% (n = 310,000); in the data active means inhibition above about 50%
Pemphigus Ab inh = human desmoglein-3 autoantibody binding inhibition | P32926 | DSG3-coupled beads, scFv-anti-DSG3-GFP binding, flow cytometry; stronger effect = lower value | binding (percent of control), % at 10 µM | actives 0.48% (n = 310,000) | AID 588358;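 active means binding more than 3 SD below its plate's average and above zero; inconclusive means below that plate limit but binding exactly zero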;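 further: hits lower antibody fragment binding to DSG3; some compounds called inactive have numbers as strong as hits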
CDK5 inh = blocks human CDK5/p35 kinase activity. actives 0.01% (n = 330,000). inhibition, % at 10 µM. Recombinant CDK5/p35, ADP-Glo luminescence, 60 min. AID 488839;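 active means highest replicate inhibition of at least 50% and at least 75% of replicates reaching 50%; inconclusive means only one of the two criteria met; inactive means both criteria failed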;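 further: plate controls were DMSO neutral control for no effect and GW8510 at 10 µM for full effect; many of its hits are not listed in these tables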
dFosB act = mouse delta FosB homodimer activation; AID 493131; activation, % at 25 µM; purified delta FosB, TAMRA-CDK5 oligo fluorescence polarization; percent of positive-control signal above neutral wells; actives 0.99% (n = 340,000); P13346;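 active means mean activation above about 17%, with every replicate also reaching it, limit read from the data, passing the limit was not always enough; inconclusive means only one of the two conditions met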;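 further: fluorescence polarization rise as delta FosB binds a TAMRA Cdk5 AP-1 oligo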
* = called active by the depositor; ? = inconclusive; . = not tested or not shown.

SMILES	Mot1-301 SUMO	SR-BI HDL uptake	PKA-R2B activ	PKA-R1A activ	SR-BI DiI-HDL act	MITF TRPM1 HTS	Arr AP2 block	NSD2 inh	Pemphigus Ab inh	CDK5 inh	dFosB act
Cc1nc2cc(C(F)(F)F)ccc2n1C1CCN(CC(=O)N2CCOCC2)CC1	-3.3	-27.6	5.4	-3.0	27.6	.	15.5	10.3	83.6	-2.9	3.3
NS(=O)(=O)c1ccc(CCNC(=O)c2ccc3nccnc3c2)cc1	-5.0	0.4	-0.4	8.8	-0.4	6.6	37.7	0.1	106.6	-0.6	-0.5
C[C@H]1CC[C@]2(O[C@H](CCO)C[C@@H](O)[C@@H]2O)O1	7.6	-29.2	-1.8	2.6	29.2	-7.8	-8.4	.	96.9	0.4	4.2
CC(=C/c1ccccc1)/C=N/NC(=O)CSc1nc(C)cc(C)n1	-8.2	-7.7	-4.2	2.2	7.7	11.5	0.9	-1.2	89.0	1.8	-6.5
Cc1ccccc1N/C(=N/S(=O)(=O)c1cc(F)ccc1F)c1ccccc1	-2.0	10.4	-4.8	-6.1	-10.4	2.0	7.7	-0.7	108.6	0.9	-7.9
COc1cccc(C(=O)Nc2cccc(OC(C)=O)c2)c1	-6.6	-8.7	-13.8	-8.3	8.7	50.1	11.1	-0.5	100.1	-0.5	-6.7
O=C(N/N=C\c1ccccn1)C1COc2cc3ccccc3cc2O1 (stereo not drawn)	-6.3	-20.3	-7.5	-6.1	20.3	.	-12.3	-1.3	105.5	0.4	-7.1
OCCOCCn1c2ccccc2c2ccccc21	1.6	-6.1	-6.5	-12.0	6.1	4.1	20.9	.	.	-1.0	-3.8
Cc1[nH]c(=O)[nH]c(=O)c1S(=O)(=O)Nc1ccc(Oc2ccccc2)cc1	-14.8	-20.0	-11.2	-7.7	20.0	-4.3	8.8	-0.1	110.5	-0.5	-2.0
COc1ccc(NC(=O)C2=C(C)NC(=O)NC2c2cccs2)c(OC)c1 (stereo not drawn)	-37.0	31.0	2.2	4.5	-31.0	2.7	38.9	-5.4	99.9	0.4	-4.2
O=c1[nH]nc(-c2ccccc2)cc1-c1ccccc1	-1.2	-1.8	3.2	-2.1	1.8	11.0	-9.0	-0.1	108.5	0.9	-11.0
COc1cccc(N2CCN(C(=O)c3cccn4c(=O)c5c(C)c(C)sc5nc34)CC2)c1	14.1	.	-1.9	-4.9	.	-1.9	-5.5	.	102.6	-0.4	-9.0
CCCN(c1ccccc1F)S(=O)(=O)c1cc(-c2cc(C)no2)ccc1OC	-17.2	14.0	-7.1	-2.1	-14.0	2.2	29.3	-5.8	101.8	3.0	-9.3
CCCOC(=O)c1sc2nc3c(cc2c1N)C(=O)CCC3	-3.6	4.9	4.3	-5.0	-4.9	?	8.9	-0.6	105.2	0.3	1.2
COc1cc(Cl)c(C)cc1NC(=O)CNC(C)c1ccccc1OC (stereo not drawn)	8.0	52.8	0.2	-14.8	-52.8	5.6	32.6	-0.3	94.3	1.0	-4.9
CC(C)c1cc(CN2CCOCC2)cc(C(C)C)c1O	234.7	11.7	-14.9	-4.8	-11.7	0.3	-0.9	-4.5	99.2	0.8	0.8
COc1ccc2c(c1)OC[C@H]1[C@H]2N2C(=O)c3ccc(C)cc3NC(=O)[C@@]2(C)[C@H]1c1ccccc1	355.7*	48.6	-7.0	-1.2	-48.6	-10.1	-0.7	.	107.5	-3.6	-5.8
COCc1cc(=O)n2[nH]c(-c3ccccc3)cc2n1	-2.4	-18.5	-7.2	-8.2	18.5	.	-3.2	-2.2	.	-0.1	-10.7
COc1ccc(N2CCN(C(=O)CN3C(=O)NC(c4ccc(OC)cc4)(c4ccc(OC)cc4)C3=O)CC2)cc1	-13.0	4.4	-0.2	-8.6	-4.4	-8.1	40.2	0.1	107.8	-0.7	-12.1
O=c1[nH]cc(C(F)(F)F)cc1NS(=O)(=O)c1ccccc1[N+](=O)[O-]	6.1	-10.5	6.8	2.0	10.5	4.1	5.5	-6.2	102.2	-2.6	4.3
COc1ccc(N2CCN(C(=O)COC(=O)CCc3ccccc3OC)CC2)cc1	1.2	7.8	2.8	-3.9	-7.8	-2.9	-7.6	17.3	101.3	-1.4	-10.3
O=C(NCc1cccs1)C1CCCN1C(=O)NC1CCCCC1 (stereo not drawn)	5.1	-11.7	-8.1	-4.0	11.7	4.5	10.7	0.3	102.2	0.4	-11.0
CCOC(=O)c1c(S(=O)(=O)NCc2ccc(OC)cc2)c(C)n(C)c1C	-16.7	-13.8	5.0	-1.8	13.8	-3.1	-9.5	11.4	.	1.3	-11.5
O=C(Nc1ccccc1NC(=O)c1ccco1)c1ccco1	15.0	-28.6	-1.1	-5.4	28.6	-1.4	-3.9	0.0	110.1	-4.1	-2.0
CCOc1cc2[nH]c(=S)n(CCCN(CC)CC)c(=O)c2cc1OCC	25.5	14.0	5.8	8.8	-14.0	.	7.7	39.8	97.7	0.3	2.6
N#C/C(=C\C=C\c1ccccc1)C(=O)N1CCCC1	7.5	.	1.8	-0.4	.	7.6	29.2	-3.3	.	-1.2	5.3
CN(Cc1cccc(Cl)c1)C(=O)C1CSC2(C)CCC(=O)N12 (stereo not drawn)	-4.0	-5.5	8.8	3.9	5.5	0.8	-10.1	-0.7	107.8	-0.6	-0.7
COc1ccc(C(=O)CCC(=O)NCCc2c[nH]c3ccccc23)cc1OC	-15.6	-3.0	0.2	-2.5	3.0	4.3	-0.3	3.1	97.1	1.2	-13.2
COc1cccc(-n2c(SCC(=O)N3CCOCC3)nc3c([nH]c4ccccc43)c2=O)c1	7.8	-8.8	10.8	-5.6	8.8	3.0	-4.3	-2.0	87.3	-1.5	6.9
COC(=O)C(Cc1ccc(O)cc1)NC(=O)CCOc1ccc(OC)cc1 (stereo not drawn)	-6.4	-7.7	4.9	1.0	7.7	.	32.5	0.0	106.8	1.4	1.2
Cc1ccc(S(=O)(=O)N(C)C[C@@H]2Oc3ccc(NC(=O)Nc4cccc5ccccc45)cc3C(=O)N([C@H](C)CO)C[C@H]2C)cc1	10.3	57.8	9.2	3.9	-57.8	1.7	0.6	.	97.9	2.2	6.5
CCOC(=O)c1ccccc1NC(=O)COC(=O)CCNS(=O)(=O)c1ccccc1	-15.4	-6.0	-4.6	-9.1	.	0.2	-19.1	-0.1	111.0	1.5	-3.4
COc1cccc(/C=N/n2c(-c3cc(C)[nH]n3)n[nH]c2=S)c1O	11.9	.	-3.8	-19.1	.	-6.8	7.4	0.8	103.9	4.2	-7.3
CCN(/N=C/c1ccc(N(C)C)cc1)c1nc2ccccc2[nH]1	.	24.9	-6.6	0.9	-24.9	2.5	2.5	1.7	107.9	-2.6	-11.5
COc1cc(C)ccc1Oc1ccc([N+](=O)[O-])cc1	.	14.3	6.8	-4.8	-14.3	8.6	23.1	-1.0	.	-0.2	-1.4
O=C(O)C1CCCCN1S(=O)(=O)c1cccc2nsnc12 (stereo not drawn)	3.4	-6.0	2.9	-3.4	6.0	5.0	4.3	-2.5	100.2	.	2.8
NS(=O)(=O)c1ccc(CCNC(=O)c2cc(-c3cc(Cl)ccc3O)n[nH]2)cc1	-26.0	23.7	-12.0	-8.7	-23.7	1.9	-4.4	-7.8	91.8	1.7	11.1
Cn1c(/C=N/O)nc2ccccc21	-16.5	.	-8.1	5.0	.	5.3	2.3	-1.8	152.9	-1.0	-8.6
O=C(CCl)N1c2ccccc2SCC1c1ccccc1 (stereo not drawn)	27.4	-12.7	5.0	-7.0	12.7	-80.0	12.5	.	97.8	-0.3	0.5
CC(C)Cn1c(SCC(=O)Nc2cccnc2Cl)nnc1-c1ccco1	6.6	11.8	2.3	-4.2	-11.8	-1.8	0.8	1.2	122.5	-0.5	-6.3
Cc1ccc2nc(Cl)c(/C=N/n3c(C)nnc3C)cc2c1	-13.0	8.3	-7.2	-3.2	-8.3	3.2	8.8	.	113.7	1.6	-26.7
C[C@H](NC(=O)COc1ccc(Cl)cc1)C(=O)N1CCC2(CC1)NCCc1[nH]cnc12	-3.2	10.6	5.3	-1.4	-10.6	5.0	-4.6	-1.7	.	1.3	-9.2
CCCN(Cc1nc(-c2ccc(Cl)cc2)no1)CC1CCCO1 (stereo not drawn)	35.9	10.3	1.2	-6.1	-10.3	-4.7	-6.7	-4.4	103.0	0.1	-6.4
O=C(/C=C/c1cccs1)NC(=S)NNC(=O)c1ccccc1O	10.8	101.1*	6.6	-6.0	-101.1	-45.7	26.8	2.5	101.8	0.3	4.2
CCOc1ccc2[nH]c(C)c(CN3CCCCCC3)c(=O)c2c1	-13.4	-8.5	-3.8	-12.8	8.5	.	35.5	0.9	112.7	1.6	3.3
CCCc1[nH]nc2c1C(c1ccc(OC)c(Cn3nnc4ccccc43)c1)C(C#N)=C(N)O2 (stereo not drawn)	9.9	4.9	-3.2	0.1	-4.9	-6.4	-13.9	2.1	99.1	0.5	-10.2
Cc1nn(-c2ccccc2)c2c1/C(=N/O)CC(C)(C)C2	-3.1	12.0	6.6	3.7	-12.0	.	29.3	16.0	93.5	1.3	3.2
O=C(Cn1nc(C(F)(F)F)c2c1CCCC2)NCc1ccco1	5.9	.	-10.2	-0.1	.	.	-6.4	-2.9	.	-2.0	4.8
O=C(Nc1ccc(-c2nc3ccccc3s2)cc1)c1cc(-n2cnnc2)ccc1Cl	4.9	31.4	3.4	4.5	-31.4	-48.7	-20.8	0.5	99.8	4.1	-0.3
O=C(NCc1ccccn1)c1cc(-c2ccccc2)nc2ccccc12	1.9	-4.9	-0.4	-2.5	4.9	5.5	-1.3	0.3	96.0	-0.2	3.0

Outcome played no part in choosing rows (roughly 4.7% active in at least one column).
